Compound activity: PubChem, several laboratories
Cdc42 wt – human Cdc42 wildtype GTP binding change, either direction. 0.2% of 190,000 active. AID 761. GST-Cdc42 beads, Bodipy-GTP binding, flow cytometry; actives lie on both sides. percent activity (GTP binding), % at 10 µM. P60953;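 active = percent activity GTP binding at least 20 points away from the 100% baseline, either down as inhibitor or up as activator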;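 also: median bead fluorescence of bound Bodipy-FL-GTP at 100 nM; 0% = excess unlabeled GTP control and 100% = no compound control; below 100% means less GTP binding so inhibitor and above means activator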
Target sequence (P60953 whole entry, looked up): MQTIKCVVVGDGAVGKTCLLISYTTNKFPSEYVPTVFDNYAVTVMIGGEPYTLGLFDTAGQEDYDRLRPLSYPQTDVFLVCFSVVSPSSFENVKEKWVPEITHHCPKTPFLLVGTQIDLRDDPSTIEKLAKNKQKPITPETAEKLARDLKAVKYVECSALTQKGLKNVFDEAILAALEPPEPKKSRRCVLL
ABCG2 block – blocks JC-1 efflux by human ABCG2 transporter; Q9UNQ0; IgMXP3 cells, flow cytometry; inhibition, % at 6.6 µM; 0.1% of 190,000 active; AID 1325;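 active = inhibition above 80%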;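 also: 0% = DMSO and 100% = nicardipine control wells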
Target sequence (Q9UNQ0 whole entry, looked up): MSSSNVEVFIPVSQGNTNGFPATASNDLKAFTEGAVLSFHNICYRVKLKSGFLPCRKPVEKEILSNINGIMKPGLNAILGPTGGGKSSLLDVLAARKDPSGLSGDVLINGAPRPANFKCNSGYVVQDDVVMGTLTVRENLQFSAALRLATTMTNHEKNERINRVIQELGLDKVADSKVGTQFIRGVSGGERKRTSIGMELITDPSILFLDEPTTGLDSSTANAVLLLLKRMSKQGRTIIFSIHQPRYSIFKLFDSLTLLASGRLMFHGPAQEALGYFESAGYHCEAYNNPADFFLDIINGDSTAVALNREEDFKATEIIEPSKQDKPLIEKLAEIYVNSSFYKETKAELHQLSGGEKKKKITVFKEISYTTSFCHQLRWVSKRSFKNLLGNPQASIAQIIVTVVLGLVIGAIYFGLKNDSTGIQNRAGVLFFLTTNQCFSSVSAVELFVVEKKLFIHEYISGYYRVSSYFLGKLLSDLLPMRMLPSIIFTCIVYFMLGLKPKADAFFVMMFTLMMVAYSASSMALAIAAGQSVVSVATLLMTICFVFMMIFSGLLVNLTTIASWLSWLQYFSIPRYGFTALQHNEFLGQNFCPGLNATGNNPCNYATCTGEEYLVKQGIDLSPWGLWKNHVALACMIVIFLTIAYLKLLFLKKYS
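Times: 10 min at 25 °C | Test system: Two drug-resistant human cell lines, ABCG2 and ABCB1 | Quantity: 3 million cells/mL final, two lines in 1:1 ratio | Signal: Flow cytometry, 530 nm JC-1 signal | Dosing: Compound at 6.6 µM | Controls: Nicardipine and DMSO wells | Reagent: JC-1 as fluorescent efflux pump substrate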
Rab7 wt GTP bind – alters GTP binding to wildtype dog Rab7. GTP binding activity (percent of control), % at 10 µM. AID 758. GST-Rab7 beads, fluorescent GTP binding, flow cytometry; actives lie on both sides; untreated = 100%, excess cold GTP = 0%. 0.055% of 190,000 active;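 active = fluorescent GTP binding to Rab7 beads changed by at least 20 points from the 100% baseline, either direction, mostly lower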;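 also: median green fluorescence of bound Bodipy-FL-GTP per Rab7 bead population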
Rac1 wt modul – human Rac1 wildtype GTP binding, inhibitors and activators. GST-Rac1 beads, fluorescent GTP binding, flow cytometry; actives lie on both sides; 0 = cold GTP competed, 100 = untreated. 0.27% of 190,000 active. AID 757. P63000. GTP binding activity (% of control), % at 10 µM;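 active = GTP binding activity at least 20 points away from the 100% control level, either lower or higher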
HRas wt GTP bind – changes GTP binding to wildtype human HRas | P01112 | GST-Ras wt beads, Bodipy-FL-GTP binding, flow cytometry; actives lie on both sides | GTP binding activity, % at 10 µM | 0.14% of 190,000 active | AID 759;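 active = GTP binding activity at least 20% away from the 100% baseline, either lowered as inhibitor or raised as activator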;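 also: 0% = unlabeled GTP competition control and 100% = no-compound control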
Target sequence (P01112 whole entry, looked up): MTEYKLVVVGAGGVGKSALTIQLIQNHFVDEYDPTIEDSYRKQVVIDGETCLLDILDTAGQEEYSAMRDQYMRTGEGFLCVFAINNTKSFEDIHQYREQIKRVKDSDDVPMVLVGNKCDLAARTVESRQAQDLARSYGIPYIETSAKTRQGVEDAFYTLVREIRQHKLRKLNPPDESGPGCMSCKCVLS
ABCB1 block – human ABCB1 inhibition, ABCG2 as counter-screen; P08183; inhibition, % at 6.6 µM; CCRF-Adr cells, JC-1 efflux, flow cytometry; 0.067% of 190,000 active; in the data active = inhibition above about 40%;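 also: 0% = vehicle and 100% = reference inhibitor; higher value means more JC-1 retained so stronger ABCB1 efflux block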
Pf gamet viab – kills late stage P. falciparum gametocytes. P. falciparum stage V gametocytes, ATP luminescence, 24 h. inhibition, % at 10.9 µM. 0.065% of 150,000 active;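 active = inhibition above the mean plus 3 SD of compounds within the control limits, set per campaign, cut at about 38% in these data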;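 also: 0% = DMSO wells and 100% = medium only without gametocytes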
Rab2A wt mod – changes GTP binding to wildtype dog Rab2A, up or down; 0.19% of 190,000 active; P61105; AID 760; GTP binding activity, % at 10 µM; GST-Rab2 wt beads, Bodipy-GTP binding, flow cytometry;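 active = GTP binding activity at least 20 points away from 100%, either lowered or raised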;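 also: 0% = beads with excess unlabeled GTP and 100% = no-compound control corrected for plate trend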
Rac1 mut GTP – modulators of GTP binding to human Rac1 activated mutant. P63000. GST-Rac1 activated beads, fluorescent GTP binding, flow cytometry; actives lie on both sides; 100% means binding = to untreated wells. percent activity (GTP binding), % at 10 µM. 0.11% of 190,000 active;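 active = GTP binding at least 20 percentage points away from the 100% baseline, in either direction, so actives lie on both sides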
GSH fluor – compound fluoresces at 488/530 nm on GSH beads; fluorescence (KMESF) at 10 µM; GSH beads flow cytometry, compound fluorescence 488/530 nm; hits give high values; 0.25% of 190,000 active; in the data active = fluorescence above about 89;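 also: glutathione beads carrying GST-tagged Bcl family fusion proteins plus one bare bead set; values are compound well signal with DMSO vehicle wells as background; inactives centre near 16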
Avidin bead fluor – avidin bead compound fluorescence profile; 0.38% of 220,000 active; fluorescence (KMESF) at 10 µM; Avidin beads, compound fluorescence 488/530 nm, flow cytometry; hits give high values; in the data active = fluorescence above about 47; also: inactives centre near 10
* hit, by the source's call; . = not tested or not shown.

A first look (4 entries):
SMILES	Cdc42 wt	ABCG2 block	Rab7 wt GTP bind	Rac1 wt modul	HRas wt GTP bind	ABCB1 block	Pf gamet viab	Rab2A wt mod	Rac1 mut GTP	GSH fluor	Avidin bead fluor
CN1C(=O)CC(N2CCC(c3nc4ccccc4[nH]3)CC2)C1=O (stereo not given)	102	1	100	106	101	0.4	.	101	98	25	6
COc1cccc(CC(=O)Nc2ccc3nc(C)sc3c2)c1	102	3	99	104	100	0.7	-9	100	101	13	13
O=C(Nc1ccccc1N1CCCCC1)c1ncoc1-c1ccc(F)cc1	95	10	100	98	97	0.4	17	96	95	49	8
COC(=O)c1cc2sc(Cl)cc2n1Cc1nc(-c2ccccc2)oc1C	103	2	102	107	102	0.1	.	104	101	22	8

All compounds of this part, from the first entry:
SMILES	Cdc42 wt	ABCG2 block	Rab7 wt GTP bind	Rac1 wt modul	HRas wt GTP bind	ABCB1 block	Pf gamet viab	Rab2A wt mod	Rac1 mut GTP	GSH fluor	Avidin bead fluor
CN1C(=O)CC(N2CCC(c3nc4ccccc4[nH]3)CC2)C1=O (stereo not given)	102	1	100	106	101	0.4	.	101	98	25	6
COc1cccc(CC(=O)Nc2ccc3nc(C)sc3c2)c1	102	3	99	104	100	0.7	-9	100	101	13	13
O=C(Nc1ccccc1N1CCCCC1)c1ncoc1-c1ccc(F)cc1	95	10	100	98	97	0.4	17	96	95	49	8
COC(=O)c1cc2sc(Cl)cc2n1Cc1nc(-c2ccccc2)oc1C	103	2	102	107	102	0.1	.	104	101	22	8
Cc1cc[n+](-c2[nH]c(=O)sc2/C=N/NC([S-])=Nc2ccccc2)cc1	98	-1	100	105	96	-0.1	-14	96	100	11	12
CCOC(=O)C1CCN(c2ncnc3c2c(-c2ccccc2)cn3-c2ccc(C)cc2)CC1	97	4	104	102	102	2.0	9	98	97	15	11
CN1/C(=C/C2CC(=O)N(c3cccc4ccccc34)C2=O)C(C)(C)c2ccccc21 (stereo not given)	106	-3	101	105	104	2.4	.	102	102	14	11
CC(C)(C)NC(=O)CN(C(=O)CNS(=O)(=O)c1ccccc1)c1ccc2c(c1)OCCO2	98	1	96	100	98	0.9	-4	99	100	20	13
COc1ccc(-c2cc(C(=O)N3CCOCC3)c3cc(C)ccc3n2)cc1	95	1	95	94	95	0.4	23	93	94	12	36
O=[N+]([O-])c1ccc2nc(SCc3ccccc3Cl)sc2c1	101	1	100	100	101	0.1	.	99	98	19	16
COc1ccc(NC(=O)/C=C/c2ccc3c(c2)OCO3)cc1	94	2	100	97	97	-0.3	20	98	94	11	22
N#Cc1ccc(OCC(=O)Nc2cc(S(=O)(=O)N3CCCCC3)ccc2N2CCCCC2)cc1	105	20	97	106	99	-0.4	14	101	101	11	18
COc1ccc2nc(Nc3ccc4c(c3)OCO4)sc2c1	100	7	101	105	100	0.1	.	100	98	33	12
N#C/C(=C\c1cc([N+](=O)[O-])c(N2CCCCC2)cc1N1CCCCC1)c1nn(-c2ccccc2)c(N)c1C#N	103	1	100	108	102	0.6	-4	102	102	8	2
O=c1nc(SCc2cccc(C(F)(F)F)c2)nc2ccccn12	96	9	96	101	98	0.1	-3	95	95	22	9
CN(C)c1ccc(C(=S)NC2CCCCC2)cc1	99	0	103	100	100	-0.2	4	100	98	18	8
CCC(C)(C)NC(=S)Nc1ccccc1C	97	7	101	101	98	1.1	-19	99	94	14	11
COc1ccccc1C1CC(c2ccco2)=NN1c1ccccc1 (stereo not given)	101	6	103	103	102	-0.6	-19	103	101	11	11
O=S(=O)(c1ccc(Oc2ncnc3scc(-c4ccccc4)c23)cc1)N1CCOCC1	101	3	100	99	101	1.2	18	99	96	11	21
CCOC(=O)CCCNC(=O)COC(=O)[C@@H]1CCCN1S(=O)(=O)c1ccc(Cl)cc1	102	3	95	101	99	0.7	.	100	100	11	12
COc1ccc2nc(N/C(N)=N/C(=S)Nc3c(C)cccc3C)nc(C)c2c1	91	4	89	86	86	0.8	.	89	91	22	9
O=C(CN1CCSC1=NCc1ccccc1)c1ccc(Cl)cc1	102	1	98	104	102	0.9	18	100	101	9	6
O=C(Nc1ccccc1C(=O)OCC(=O)N1CCc2ccccc2C1)c1ccco1	99	61	100	105	100	28	.	102	98	27	17
C=CCc1cccc(/C=N/NC(=O)CCC(=O)Nc2ccc(C)cc2)c1O	101	3	97	103	99	-0.2	-1	97	98	10	6
O=C(Cn1cnc([N+](=O)[O-])n1)N/N=C/c1cccc(Cl)c1	101	9	93	100	96	1.6	16	97	95	14	8
CCC(=O)N1CCc2cc(Br)cc(S(=O)(=O)CCC(=O)NCCc3ccccc3)c21	103	4	100	103	102	0.5	.	101	99	49	7
Cc1nc2c(-c3ccccc3)c(C)nn2c(C)c1CCC(=O)NC(C)CCc1ccco1 (stereo not given)	97	5	96	102	97	1.0	.	97	99	20	9
CC(Oc1ccccc1Cl)C(=O)N1CCOCC1 (stereo not given)	102	-1	98	103	103	0.0	4	100	100	12	14
CC(C)C(=O)N1c2ccccc2NC2=C(C(=O)CCC2)C1c1ccc(N(C)C)cc1 (stereo not given)	101	2	101	103	99	0.3	-16	98	98	11	21
Cc1c(NC(=S)Nc2ccccc2)c(=O)n(-c2ccccc2)n1C	101	-1	101	107	101	0.8	0	97	100	8	4
CCc1cc(C(=O)N=Nc2c(O)[nH]c3c(Br)cc(Br)cc23)c2ccccc2n1	94	1	99	98	96	1.4	0	95	98	7	10
CCN1CCN(C(c2ccc(F)cc2)c2nnnn2Cc2ccc3c(c2)OCO3)CC1 (stereo not given)	100	3	98	101	98	1.8	-9	100	98	27	10
O=[N+]([O-])c1ccc2ncnc(Nc3ccc4c(c3)OCCO4)c2c1	94	5	97	101	95	1.9	.	94	90	14	7
O=C(N/N=C/c1ccc(Br)s1)c1cccc([N+](=O)[O-])c1	100	-1	100	104	102	-0.5	6	100	98	8	10
Cc1ccc(C(NC(=O)N2CCN(C)CC2)C(Cl)Cl)cc1F (stereo not given)	97	12	103	101	98	1.1	.	100	99	17	10
Cc1nn(C)c(C)c1CNC(=O)Nc1cccc(Cl)c1	102	2	96	106	100	0.1	.	97	100	14	.
Fc1ccc(NC(=S)Nc2cccc3cnccc23)cc1	97	3	99	95	93	0.3	5	97	95	8	23
CC(=O)NCCCc1nc2ccccc2n1Cc1cc(C)ccc1C	98	2	105	98	98	0.8	8	100	98	16	8
COc1ccccc1CNC(=O)CN1CCC(n2cnc3cc(F)ccc32)CC1	104	9	101	107	104	1.5	-11	104	100	10	7
CSc1nc2ccc(NC(=O)C3CC(=O)N(Cc4ccco4)C3)cc2s1 (stereo not given)	75*	13	82	91	81	0.2	-8	86	90	37	4
COc1ccc(C(C)NC(=O)c2cccc([N+](=O)[O-])c2)cc1OC (stereo not given)	100	3	97	104	101	1.2	-30	99	100	7	3
CC(C)OCCCNC(=O)c1c(N)n(/N=C/c2cccs2)c2nc3ccccc3nc12	96	6	96	98	97	1.9	-9	96	95	30	12
COCc1cc(=O)n2[nH]c(C(F)(F)F)nc2n1	101	-1	98	107	100	0.1	.	100	99	13	6
COc1ccc(CN2C(=S)NC(C)(C)CC2(C)O)cc1 (stereo not given)	103	9	105	106	102	1.2	-1	102	103	6	14
CCOC(=O)CSc1ncnc2c1nnn2-c1ccc(F)cc1	99	23	104	106	100	-0.8	.	99	102	14	7
Cc1ccc(C(c2sc3nc(C)nn3c2O)N2CCN(C(=O)c3ccco3)CC2)cc1 (stereo not given)	98	7	101	103	101	0.5	12	102	100	14	4
O=C(NCc1ccccc1)C1CCN(S(=O)(=O)c2cccc3cccnc23)CC1	99	2	102	102	101	0.1	.	100	100	21	7
Cc1ccc2nc(-c3ccccc3)c(-c3ccccc3)nc2c1	98	5	98	103	96	1.1	34	96	96	14	11
CCCCn1nnnc1SCC(=O)c1ccc(C)c(C)c1	100	0	99	100	99	0.0	-1	100	98	15	35
CCOC(=O)c1cccnc1SCc1cc(=O)n2ccccc2n1	106	3	102	104	106	0.6	.	106	100	22	17
O=C(c1ccc([N+](=O)[O-])cc1)N(Cc1ccc(Br)cc1)N1C(=O)CCCC1=O	106	0	103	108	103	0.8	-22	103	101	60	13
CSc1ccccc1NC(=O)CN(C)Cc1ccc(Br)cc1	100	25	97	99	96	1.0	10	96	99	12	12
Cc1cc(Br)c2c(c1)=C(c1sc(N3CCCCCC3)nc1O)C(=O)N=2	95	-1	95	98	98	-0.1	.	99	98	7	3
CSc1ccccc1C(=O)NCc1cccnc1	92	0	99	93	94	-0.4	-31	96	95	17	7
CC(C(=O)NCc1cccs1)n1cccc1 (stereo not given)	98	-2	97	106	99	0.1	.	99	99	14	9
Fc1cccc(CSc2nc3ncccc3[nH]2)c1	104	2	95	100	102	0.5	.	104	102	57	11
Cc1nc(SCC(=O)NC(=O)NCc2ccccc2)nc(C)c1C	103	1	97	98	100	0.5	.	99	96	34	12
COc1ccccc1Nc1nc(N)nc(CSc2nccn2C)n1	96	0	98	99	94	-0.2	-3	96	94	11	10
COCCN1Cc2cccc(C(=O)NCc3ccccn3)c2C1=O	100	1	97	104	98	0.2	.	98	100	14	13
O=C(Cc1ccccc1[N+](=O)[O-])Nc1ccccc1C(=O)N1CCCC1	95	0	98	100	95	0.2	13	97	94	51	10
Carrying on.
SMILES	Cdc42 wt	ABCG2 block	Rab7 wt GTP bind	Rac1 wt modul	HRas wt GTP bind	ABCB1 block	Pf gamet viab	Rab2A wt mod	Rac1 mut GTP	GSH fluor	Avidin bead fluor
COc1cccc(C(=O)N/N=C/c2cn[nH]c2-c2ccc(OC)cc2OC)c1	97	0	94	98	96	0.2	-18	95	96	25	4
CCCOc1ccc(OCCOCCNCc2ccccc2)cc1	102	3	100	106	105	1.6	8	106	105	12	16
CCOc1ccccc1NC(=O)CSc1ncnc2c1oc1ccccc12	91	2	98	95	95	0.7	.	94	93	26	22
CCOc1c(C(N)=O)cc([N+](=O)[O-])cc1[N+](=O)[O-]	101	8	99	105	100	0.8	-14	98	100	9	4
Cc1ccccc1NS(=O)(=O)c1cc(S(C)(=O)=O)ccc1Cl	97	1	103	102	98	0.4	.	98	97	27	11
C=CCOC(=O)C(=O)/C=C/c1ccc2c(c1)Cc1ccccc1-2	91	-2	93	95	93	-0.9	-21	94	93	18	5
COc1ccc(CCNC(=S)NC(=O)c2ccc(Br)cc2)cc1OC	92	-1	90	92	91	-0.6	-7	90	90	13	14
CSc1nnc([C@@H]2CCCN2C(=O)OC(C)(C)C)o1	99	-1	103	101	96	-0.3	2	100	95	11	9
Cc1ccc(OCC(=O)N(Cc2ccccc2)C(C)C)c([N+](=O)[O-])n1	103	13	102	106	102	1.3	-17	102	102	9	7
CC1=C/C(=N\NC(=O)c2ccc(O)cc2)CC1	101	2	100	101	98	0.3	16	97	97	18	11
